Screens (PubChem BioAssay)
esBAF inh: blocks esBAF chromatin remodeling in mouse ES cells; reporter increase, % at 12.5 µM; Bmi1-luciferase knock-in reporter, 24 h; 100% = twice the neutral-well signal; 350,000 tested, 2% active; in the data active = activation above about 40%; inconclusive = no clear call, values can overlap the other calls;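 note: 0% = median of the plate's neutral control wells and 100% = double that signal; a rise in the Bmi1 reporter signal indicates esBAF inhibition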
SIRT5 block: blocks human SIRT5 desuccinylation of peptide | Q9NXA8 | Purified SirT5, succinyl-peptide AMC, trypsin-coupled fluorescence | inhibition, % at 15 µM | 330,000 tested, 1.1% active; in the data active = inhibition above about 15%; inconclusive = no clear call, values can overlap the other calls
Target sequence (Q9NXA8 whole entry, looked up): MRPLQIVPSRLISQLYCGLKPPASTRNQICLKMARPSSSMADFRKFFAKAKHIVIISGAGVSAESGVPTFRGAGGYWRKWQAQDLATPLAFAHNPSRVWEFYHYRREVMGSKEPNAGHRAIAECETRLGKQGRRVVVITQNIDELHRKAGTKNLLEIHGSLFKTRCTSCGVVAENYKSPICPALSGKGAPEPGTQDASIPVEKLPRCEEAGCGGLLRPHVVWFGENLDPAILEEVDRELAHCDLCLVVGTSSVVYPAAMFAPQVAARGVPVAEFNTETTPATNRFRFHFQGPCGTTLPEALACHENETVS
Cneo AK release: Cryptococcus neoformans lysis via adenylate kinase release | C. neoformans lysis, adenylate kinase release luminescence, 4 h; normalised: neutral wells 0, clomiphene wells 100 | 360,000 tested, 0.2% active | lysis activity, % at 15 µM | AID 651654;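 active = mean lysis activity across replicates of at least 80%, whatever share of replicates individually reach that level; inactive = mean lysis activity below 80%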
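Assay system: Cryptococcus neoformans yeast cells / Dosing: single-point compound dose / Timing: 4 h at 37 °C static, read 1 h later / Measured by: luminescence of released adenylate kinase using an AK detection reagent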
ERp5 block: inhibitors of human ERp5; inhibition, % at 9.99 µM; 350,000 tested, 0.05% active; ERp5 insulin aggregation, absorbance 650 nm, 90 min; Q15084;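 active = mean replicate inhibition above about 25%, with every replicate also reaching it, limit read from the data, passing the limit was not always enough; inconclusive = only one of those two criteria met; inactive = neither criterion met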
Target sequence (Q15084 whole entry, looked up): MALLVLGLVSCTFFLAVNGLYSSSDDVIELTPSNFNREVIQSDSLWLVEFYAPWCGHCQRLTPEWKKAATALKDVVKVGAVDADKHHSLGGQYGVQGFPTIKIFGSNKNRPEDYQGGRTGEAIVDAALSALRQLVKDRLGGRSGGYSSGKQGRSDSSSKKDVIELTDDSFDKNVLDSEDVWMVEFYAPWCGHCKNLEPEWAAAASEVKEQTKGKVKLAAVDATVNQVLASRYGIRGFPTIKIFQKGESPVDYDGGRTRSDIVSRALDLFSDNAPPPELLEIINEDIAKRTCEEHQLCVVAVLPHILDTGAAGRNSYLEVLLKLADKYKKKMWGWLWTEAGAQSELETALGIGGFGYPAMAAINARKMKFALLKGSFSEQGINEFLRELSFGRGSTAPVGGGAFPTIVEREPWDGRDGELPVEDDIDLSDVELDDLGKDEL
miR122 inh: inhibitors of miR-122 in Huh7 cells; Huh7 miR-122 Renilla luciferase sensor, 48 h; neutral wells = 0, positive control = 100; activation (reporter increase), % at 12.5 µM; 340,000 tested, 0.3% active;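 active = mean replicate activation score at least 90 and every replicate individually at or above 90; inconclusive = only one of the two criteria met; inactive = neither criterion met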;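 note: higher luciferase means less miR-122 activity so hits act as miR-122 inhibitors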
ARNT TACC3 PPI: ARNT/TACC3 interaction disruption; 390,000 tested, 0.66% active; inhibition, % at 9.99 µM; AlphaScreen His-ARNT PAS-B/GST-TACC3 binding, luminescence; TACC3 fragment carries E629A point mutation; AID 623870; Q9Y6A5;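 active = mean inhibition of replicates at least 50% and at least half of replicates each reaching 50%; inconclusive = half or more replicates reach 50% but mean below 50%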;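 note: 0% = complete ARNT plus TACC3 wells and 100% = ARNT alone without TACC3; many hits fall short of the cut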
Statin myotox sup: protects C2C12 myotubes from simvastatin toxicity. 330,000 tested, 0.78% active. rescue of ATP level, % at 7.49 µM. ATP luminescence, 48 h; scaled: DMSO 0, geranylgeraniol control 100;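 active = mean ATP rescue above about 67%, or every replicate alone reaching that limit, limit read from the data, passing the limit was not always enough; inconclusive = no clear call, values can overlap the other calls; inactive = mean under the limit and some replicate under it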;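 note: myotubes were challenged with 10 µM simvastatin during compound exposure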
Active calls of the source: *; u = inconclusive; x = not tested or not shown; & = joins results of further samples; [ ] = another dose, or the depositor's remark.

structure	esBAF inh	SIRT5 block	Cneo AK release	ERp5 block	miR122 inh	ARNT TACC3 PPI	Statin myotox sup
C=CCn1c(SCC(=O)Nc2ccc3c(c2)OCO3)nnc1-c1ccccc1	-8	x	-1	x	-6	0	-1
NC(=S)N/N=C1\CC(c2ccc3c(c2)OCCO3)Oc2ccc(F)cc21 (stereo unspecified)	x	-7	x	0	x	-2	x
CC(=O)c1ccc(S(=O)(=O)NCCc2cn3ccc(C)cc3n2)cc1	2	0	3	0	x	x	0
CCN(CC)CCn1c(N)c(S(=O)(=O)c2ccccc2)c2nc3ccccc3nc21	-20	x	2	-7	0	7	7
O=S(=O)(/N=C(\c1ccccc1F)N1CCCCC1)c1ccccc1	x	x	-2	x	2	1	x
O=C(CSc1c[nH]c2ccccc12)N1CCCc2ccccc21	0	-24	2	9	-3	0	8
O=C(NC1CCCC1)N1CCCCN2[C@@H](CO)[C@@H](c3ccc(-c4cccnc4)cc3)[C@@H]2C1	-5	-1	-8	0	15[16.7 µM]	-4	-13
C[C@@H]1CCCCO[C@H](CN(C)S(=O)(=O)c2cn(C)cn2)[C@@H](C)CN([C@H](C)CO)C(=O)c2cc(NC(=O)Nc3cccc4ccccc34)ccc2O1	-4	-2	3	-5	8[16.7 µM]	-10	x
O=C(NCc1ccccc1)N(Cc1cc2cc3c(cc2[nH]c1=O)OCCO3)CC1CCCO1 (stereo unspecified)	13	x	-7	x	0	2	x
O=C(Cc1ccc(S(=O)(=O)N2CCOCC2)s1)N1CCN(S(=O)(=O)c2cccc(Cl)c2)CC1	-6	-5	1	-2	5	-7	5
Cc1ccc(Cn2ccc(NC(=O)c3cc4nc(-c5ccco5)cc(C(F)(F)F)n4n3)n2)cc1	-6	x	-2	x	0	-10	-120
O=C(CN1CCOCC1)c1c[nH]c2ccccc12	-4	x	0	x	1	5	x
C[C@@H]1CN([C@@H](C)CO)S(=O)(=O)c2ccc(-c3ccccc3F)cc2O[C@H]1CN(C)Cc1cncnc1	9	-1	36	-1	8[16.7 µM]	2	-93
C[C@H]1CN([C@@H](C)CO)C(=O)Cc2cc(NC(=O)CCN3CCOCC3)ccc2O[C@H]1CN(C)S(=O)(=O)c1ccc(Cl)cc1	9	-4	-5	-1	4[16.7 µM]	-5	-22
COc1ccc(CC2(CO)CCN(Cc3ccc(OC(F)(F)F)cc3)CC2)cc1	-6	-4	1	-17	-4	-2	-3
CCOc1ccc(/C=C/C(=O)OCC(=O)c2ccccc2OC)cc1OC	3	x	-4	x	-8	-2	-3
CC(C)NC(=O)Nc1ccc2c(c1)C(=O)N([C@@H](C)CO)C[C@H](C)[C@H](CN(C)C(=O)CCCN(C)C)OCCCC[C@H](C)O2	x	14	1	-3	-2[16.7 µM]	7	x
CCOc1ccc(N=Cc2ccc3ccccc3c2)cc1	2	-2	4	2	4	1	-1
CO[C@@H]1CN(C)C(=O)c2cc(NS(C)(=O)=O)ccc2OC[C@H](C)N(CC2CCCCC2)C[C@@H]1C	2	1	59	-2	-20[16.7 µM]	-5	-3
O=C(Nc1ccccc1F)N1CCCCN2[C@H](CO)[C@@H](c3ccc(C4=CCCCC4)cc3)[C@H]2C1	x	4	5	-3	4[16.7 µM]	x	x
Cc1cc(C(N)=O)c2ccccc2n1	-1	x	0	x	-3	-20	13
Cc1cc(NC(=O)C(C)SCC(=O)OCC(=O)N(C)c2ccccc2)no1 (stereo unspecified)	1	0	-3	0	-1	-3	0
CCc1cc2cc3c(cc2nc1SCC(=O)Nc1c[nH]c(=O)[nH]c1=O)OCO3	-7	9	0	-6	x	-12	3
CC=Cc1ccc2n(c1=O)C[C@@H]1[C@@H](CO)[C@H](C(=O)N[C@@H](C)c3ccccc3)[C@H]2N1Cc1cccnc1 (mixture of isomers)	1	-26	4	3	2[16.7 µM]	0	-16

In a second layout: 2 of the compounds above.
Compound: CC(=O)c1ccc(S(=O)(=O)NCCc2cn3ccc(C)cc3n2)cc1
- esBAF inh: 2
- SIRT5 block: 0
- Cneo AK release: 3
- ERp5 block: 0
- miR122 inh: x
- ARNT TACC3 PPI: x
- Statin myotox sup: 0
Compound: CCN(CC)CCn1c(N)c(S(=O)(=O)c2ccccc2)c2nc3ccccc3nc21
- esBAF inh: -20
- SIRT5 block: x
- Cneo AK release: 2
- ERp5 block: -7
- miR122 inh: 0
- ARNT TACC3 PPI: 7
- Statin myotox sup: 7

Further entries
structure	esBAF inh	SIRT5 block	Cneo AK release	ERp5 block	miR122 inh	ARNT TACC3 PPI	Statin myotox sup
CCn1c(SCC(=O)N2CCCC(C)C2)nnc1-c1ccco1 (stereo unspecified)	2	-1	1	9	-6	-14	-1
Nc1cc(=O)[nH]c(=O)n1CCCc1ccccc1	3	-3	1	-1	-1	-9	12
O=C(CCn1cccc1)NCc1ccc(Cl)cc1	-2	x	1	x	0	-3	11
CCCNC1=CC(=O)CC(C)(C)C1	x	-4	x	-6	x	1	x
O=S(=O)(c1ccccc1)c1ccc(C(F)(F)F)cn1	x	1	x	2	x	-3	x
O=C(Nc1ccc(F)cc1)NC1CCN(Cc2ccccc2)CC1	x	-3	x	1	x	-8	x
Cc1ccc(S(=O)(=O)Nc2cccc(C(=O)NCC(C)(C)N3CCOCC3)c2)cc1F	-7	4	-1	2	4	-4	6
CCOC(=O)C1CCCN(S(=O)(=O)c2cccs2)C1 (stereo unspecified)	x	-1	x	2	x	11	x
CCC(=O)Nc1ccc2c(c1)C(=O)N(C)C[C@H](OC)[C@@H](C)CN(C(=O)c1cccnc1)[C@@H](C)CO2	0	-1	-5	4	2[16.7 µM]	-1	2
Cc1ccc2cc(CN(C(=O)c3ccncc3)C(C)C)c(=O)[nH]c2c1	-9	x	0	x	5	13	12
O=C(OCc1ccccc1)N1CCOCCOCCN(C(=O)OCc2ccccc2)CCOCCOCC1	5	-1	1	5	-2	-18	21
Cc1ccc(-c2nc(CS(=O)(=O)CC(=O)NCCN3CCCC3)c(C)o2)cc1	2	0	0	6	-1	0	2
Cc1ccsc1C(=O)N(c1nc2ccccc2s1)c1c(C)cccc1C	-4	x	x	x	2	-2	x
CC(C)(C)SCCNC(=O)CN(c1ccc(F)cc1)S(=O)(=O)c1ccccc1	-4	-3	210*	-65	6	16	8
Cc1c(C)n(Cc2ccccc2)c2ncnc(N)c12	-2	x	3	x	1	5	31
O=C(Nc1cccnc1)c1ccc2snnc2c1	32	x	-4	x	-2	-5	0
C#CCOc1ccc(Cl)cc1/C=C1/C(=O)ON=C1C	-1	-2	2	4	-9	-5	-2
COC(=O)CSc1nc(N)c(C#N)c(-c2ccc(O)cc2)c1C#N	-10	-2	-2	-1	28	-1	2
Cn1cnc(S(=O)(=O)NCc2ccc(Br)cc2)c1	-5	-5	-1	7	2	-6	13
CCCCCn1nc(C(=O)OCc2nc(N)nc(Nc3ccccc3)n2)c2ccccc2c1=O	-1	0	-1	-1	x	-1	-16
CCN(C(=O)CSc1nc2ccccc2c(=O)n1-c1cccc(C)c1)C1CCS(=O)(=O)C1 (stereo unspecified)	x	-4	x	-4	x	-1	x
CCCC#Cc1cnc2c(c1)C(=O)N([C@@H](C)CO)C[C@H](C)[C@H](CN(C)S(=O)(=O)c1ccccc1)O2	-1	-6	-2	-1	-2[16.7 µM]	4	10
O=C(N/N=C/c1ccco1)c1ccc(N2CCCC2=O)cc1	x	x	1	x	3	-10	x
Cc1cccnc1NCC(O)COc1ccccc1 (stereo unspecified)	-3	x	-3	x	0	0	x
CC(=O)N1CC(C)Sc2ccc(S(=O)(=O)NCc3ccc(F)cc3)cc21 (stereo unspecified)	-2	0	1	5	u	7	-1
CCCC(=O)Nc1nc2c(C)c(Cl)ccc2s1	x	-10	x	0	x	-1	x
COCCCNC(=O)c1ccccc1SC	-3	-7	8	-6	-1	-16	3
O=C(N/N=C/c1ccncc1)c1cccc(NC(=O)c2ccc(Cl)cc2)c1	x	2	x	-1	x	-9	x
Cc1csc(=O)n1CCC(=O)OCc1nnc(-c2ccc([N+](=O)[O-])cc2)o1	4	-6	-1	-9	1	0	3
C[C@@H]1CN([C@@H](C)CO)C(=O)CCCn2nncc2CO[C@@H]1CN(C)C(=O)C1CCCCC1	3&-1	-4&2	1&1	6&2	-1	-2	-8&-17
C[C@@H]1CCCCO[C@H](CN(C)C(=O)Nc2ccc(C(F)(F)F)cc2)[C@@H](C)CN([C@H](C)CO)C(=O)c2cc(NS(=O)(=O)c3ccc(Cl)cc3)ccc2O1	3	4	0	-2	-4[16.7 µM]	-12	x
COc1ccc2ccccc2c1/C=N/NC(=O)c1sc(N)c(C#N)c1C	-1	-1	-1	2	0	-4	-14
COc1cccc(S(=O)(=O)N[C@@H]2CC[C@@H](CC(=O)NCc3ccncc3)O[C@@H]2CO)c1	3	0	9	0	-5[16.7 µM]	-3	-5
O=S(=O)(c1ccccc1)[C@@]1(c2ccc(Br)cc2)C[C@@H]2ON=C(c3cccc(Br)c3)[C@@H]2C1	-2	x	-3	5	1	-3	5
O=C(Nc1ccccc1F)N1CCCCN2[C@H](C1)[C@H](c1ccc(C3=CCCCC3)cc1)[C@@H]2CO	x	4	1	-1	-4[16.7 µM]	x	x
CSc1cccc(NC(=O)C2CCN(S(=O)(=O)c3ccc(F)cc3)CC2)c1	-4	x	-2	x	3	7	6
O=C(CC(F)(F)F)N1C[C@@H]2[C@H](c3ccccc31)[C@@H](CO)N2C(=O)C1CCCCC1	-3	2	-1	0	20[16.7 µM]	7	-16
COC(=O)C1=C(C)NC(C)=C(C(=O)OC)C1C(=O)OCC(=O)NC1CCCCC1C (stereo unspecified)	4	x	0	-2	-1	x	4
COc1ccc(C(=O)N2CCCN(C)CC2)cc1S(=O)(=O)N(C)Cc1ccccc1	-7	-1	1	5	0	3	12
Cc1noc(C)c1NC(=O)N(C)C[C@H]1Oc2ccc(N(C)C)cc2C(=O)N([C@H](C)CO)C[C@@H]1C	-7	3	102*	-6	30[16.7 µM]	x	13
COc1ccc(N2C(=O)CC(N(C)CCc3ccc(OC)c(OC)c3)C2=O)cc1 (stereo unspecified)	3	-1	-1	-1	-7	-7	-7
CC(NC(=O)c1ccco1)C(=O)OCc1cccc(Cl)c1 (stereo unspecified)	-5	x	2	x	-3	-4	-12
CC(C)(C)C(=O)NC1(C(F)(F)F)NC(=O)N(c2ccccc2F)C1=O (stereo unspecified)	-4	0	x	-1	x	7	-5
O=S1(=O)CCOC[C@H](Cc2ccccc2)N1Cc1ccc(F)cc1	2	x	1	-1	-2	10	-1
Cc1ccc2c(c1)-c1c(ssc1=S)C(C)(C)N2C(=O)CSC1=NCCS1	3	-5	-5	1	-3	8	-1

Compounds as they come; overall some 4% were active at least once.
